From PubChem BioAssay
S3 lipid droplet = qHTS Assay for Lipid Storage Modulators in Drosophila S3 Cells. Drosophila S3 cells, BODIPY lipid droplet fluorescence, 18-24 h; cells fed with added oleic acid. lipid storage change, negative = inhibition, % at the top dose, mostly 46.1 µM; hits show Potency in µM. actives 0.64% (n = 320,000); active means well fitted inhibition curve with a large enough effect in the signal ratio, with a control signal flat, not every such curve was filed as active; inconclusive means small, poorly fitted or top-dose-only effect, or effect the other way, or a change in a side signal; the % refers to the signal ratio
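Laser-scanning cytometry quantifies lipid droplet accumulation (500–530 nm total intensity; droplet/cell object ratio) in oleic acid-fed (400 uM added) Drosophila S3 cells treated with a concentration series. 20 uM Triacsin C defined 100% inhibition.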
S3 lipid droplet cell count max = second read-out of S3 lipid droplet, no call of its own (marks repeat the call); cell number change, %; measured here: cell count max response;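 cells counted by Cell Tracker Red CMTPX staining in the red channel; peak over a dose series mostly up to 46.1 µM; percent activity relative to internal control wells on each plate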
The depositor's hits bear a star; i = inactive; ? = inconclusive; · = not tested or not shown; [ ] = remark or other dose. On the % scale 0 is the no-effect control and ±100 the full control effect; potency means the concentration at half of the fitted maximal effect. An excerpt (hit frequency here may not be typical).

| SMILES | S3 lipid droplet cell count max | S3 lipid droplet |
| --- | --- | --- |
| CC(Sc1ccsc1[N+](=O)[O-])C(=O)NCCc1ccc(Cl)cc1 (stereo unspecified) | · | i |
| COc1ccc(NC(=O)CSc2nc3c(cc2C#N)CN(C)CC3)cc1 | · | ? |
| Cc1cccc(NC(=O)c2cccc(N3C(=O)C4C5CCC(C5)C4C3=O)c2)c1C (stereo unspecified) | -4 | -7% |
| COc1ccc(Cn2c(CCC(=O)NCc3ccco3)nc3cccnc32)cc1 | · | ? |
| Cc1ccc(NC(=O)CCN2CCN(CCO)CC2)cc1Br | 1 | 8% |
| Cc1ccc(CCN=c2c([N+](=O)[O-])nn(-c3ccccc3)n2O)cc1 | · | i |
| Cc1ccc(C(=O)NCC(=O)OCC(=O)N2CC(C)OC(C)C2)cc1 (stereo unspecified) | · | i |
| N#Cc1ccc(NC(=O)c2nc(-c3ccccc3)n(-c3ccccc3)n2)cc1 | -3 | -3% |
| COc1ccc(/C=C2/C(=O)N(c3ccccc3)N=C2C)c(OC)c1 | 15 | i |
| Cc1c(C(=O)Nc2cccc(S(=O)(=O)N3CCCC3)c2)oc2ccccc12 | -6 | -16% |
| O=C(CN1C(=O)CCSc2ccccc21)Nc1cccc(F)c1 | 2 | 16% |
| CCCc1nnc(SCc2ccc(C(=O)OC)o2)n1N | · | ? |
| CCOC(=O)N1CCN(S(=O)(=O)c2ccc(C(=O)N(CCN(CC)CC)c3nc4c(C)cccc4s3)cc2)CC1 | · | ? |
| O=c1c2ccccc2sn1-c1ccc(S(=O)(=O)N2CCCC2)cc1 | · | ? |
| Cc1sc2ncnc(N(C)CCc3ccccn3)c2c1C | 2 | -5% |

The results go on:
| SMILES | S3 lipid droplet cell count max | S3 lipid droplet |
| --- | --- | --- |
| O=C(NS(=O)(=O)c1ccccc1)c1ccccc1F | · | ? |
| CCC(C)c1ccc(NC(=O)CN(C)CC(=O)Nc2cccc(OC)c2)cc1 (stereo unspecified) | 18 | 11% |
| CCOC(=O)c1ccccc1NC(=O)C1CSC2(C)CCC(=O)N12 (stereo unspecified) | 9 | 2% |
| COc1ccc(Cn2c(-c3ccco3)nc3oc4ccccc4c(=O)c3c2=O)cc1 | · | ? |
| CCOC(=O)n1c(=O)n(Cc2cccc(C)c2)c2ccccc21 | · | ? |
| COC(=O)CCCNC(=O)c1ccc(S(=O)(=O)NCc2ccco2)cc1 | 20 | 18% |
| Cn1c(CNC2CCCCC2)c(C#N)c2ccccc21 | 14 | 6% |
| CCCCC(=O)Nc1ccc(C(=O)Nc2nc(CC(=O)OCC)cs2)cc1 | · | ? |
| CCn1c(=O)cc(O)c2c(=O)n(C)c(=O)n(C)c21 | · | ? |
| CCOC(=O)N1CCN(S(=O)(=O)c2ccc(F)c(C(=O)Nc3ccc(C(C)C)cc3)c2)CC1 | -8 | 0% |
| Cc1ccc(NC(=O)c2cc(-n3cnnc3)ccc2Cl)c(C)c1 | · | ? |
| O=Cc1ccc(OC(=O)C2CC(=O)N(c3ccc(F)cc3)C2)cc1 (stereo unspecified) | · | ? |
| O=[N+]([O-])c1ccc(Nc2ccccc2F)nc1 | · | ? |
| CCN1CCCc2cc(CN(CCN3CCOCC3)C(=S)Nc3ccc(OC)cc3)ccc21 | 7 | 1% |
| O=C1c2ccccc2C(=O)N1CC(O)COc1ccccc1Cl (stereo unspecified) | · | ? |

(continued)
| SMILES | S3 lipid droplet cell count max | S3 lipid droplet |
| --- | --- | --- |
| CN(C)CCN(C(=O)c1ccc(Br)s1)c1nc2cc3c(cc2s1)OCCO3 | · | ? |
| C/C(=C/c1ccccc1)C(=O)N1CCN(c2ccc(F)cc2)CC1 | · | ? |
| CC(C)(C)n1ncc2c(=O)n(Cc3cccc(Cl)c3)cnc21 | · | ? |
| Clc1cccc(Cl)c1COn1nnc2ccccc21 | · | ? |
| COc1ccc(NC2SC(=O)N(CC(=O)O)C2=O)cc1 (stereo unspecified) | 18 | 0% |
| CC(C)Cc1nc(C#N)c(N2CCC(C(N)=O)CC2)o1 | 7 | 9% |
| CC1CC1C(=O)OCC(=O)Nc1ncc(Cl)cc1Cl (stereo unspecified) | · | ? |
| CCOc1ccc(NC(=O)COc2coc(CN3CCc4ccccc4C3)cc2=O)cc1 | -22 | i |
| COc1ccc(C(=O)NNC(=O)C(=O)Nc2ccc(C)c(Cl)c2)cc1 | · | -2% |
| CCc1ccc(/C=N/NC(=O)Cc2ccc(OC)c(OC)c2)s1 | · | ? |
| COc1ccc(C2c3ccc4ccccc4c3Oc3ncn(CCN4CCOCC4)c(=N)c32)cc1 (stereo unspecified) | · | ? |
| CCCOC(=O)C1[C@H]2C(=O)N(C(C)c3ccc(OC)cc3)C[C@]23C=C[C@H]1O3 (stereo partly specified) | · | ? |
| COc1ccc(C(C)=O)cc1CSc1nc2ccccc2c(=O)n1-c1ccccc1 | · | ? |
| O=C1CC(CC(=O)N/N=C/c2ccccc2[N+](=O)[O-])=NN1 | 8 | 0% |
| COc1ccccc1NC(=O)c1cc([N+](=O)[O-])ccc1NCCN1C(=O)CCC1=O | 6 | 21% |

Additional compounds:
| SMILES | S3 lipid droplet cell count max | S3 lipid droplet |
| --- | --- | --- |
| CN(CC(=O)Nc1cccc(F)c1)CC(=O)N1CCCCC1 | -17 | 15% |
| COc1cc([N+](=O)[O-])ccc1NC(=O)COC(=O)CCS(=O)(=O)c1ccc(C)cc1 | 7 | 29% |
| COCCn1c(SCC(=O)NC(=O)NCc2ccccc2)nc2ccccc21 | · | ? |
| CCN(CC)c1nc(SCCOC(=O)Nc2ccccc2)nc(N(CC)CC)n1 | -12 | -12% |
| COc1ccc([N+](=O)[O-])cc1N(CC(=O)N(C)C)S(C)(=O)=O | -2 | 19% |
| CC(=O)Nc1cccc(NC(=O)c2ccc(Br)cc2)c1 | · | ? |
| Oc1c(N=NC(=S)Nc2ccccc2F)c2ccccc2n1Cc1ccc(Cl)cc1 | · | ? |
| COc1ccc(Cl)c2sc(NC(=O)C3=COCCO3)nc12 | · | ? |
| O=C(NCCNc1ccc([N+](=O)[O-])cc1C(F)(F)F)c1ccccc1 | 7 | -5% |
| CCOc1ccc(CCNC(=O)c2nnn(CC(=O)Nc3ccc(C)cc3)c2N)cc1OCC | · | ? |
| COCCN(C(=S)Nc1ccc(Cl)cc1OC)C1CCN(C(C)=O)CC1 | · | ? |
| Cc1cc2nc(SCC(=O)O)nc(C)c2cc1C | · | ? |
| C=C1CCC2C(C)(C)[C@@H](O)CC[C@@]2(C)[C@@H]1COc1ccc2ccc(=O)oc2c1 (stereo partly specified) | -3 | -23% |
| NC(=O)CC(NC(=O)Cc1ccc(Br)cc1)c1ccc(N2CCc3ccccc3C2)c([N+](=O)[O-])c1 (stereo unspecified) | · | ? |
| Cc1cc(Cl)ccc1OCC(=O)NNC(=O)c1cnccn1 | -7 | -2% |

Further compounds:
| SMILES | S3 lipid droplet cell count max | S3 lipid droplet |
| --- | --- | --- |
| Cc1cc2ncn(CCCCOc3ccccc3)c2cc1C | · | ? |
| Nc1nn(-c2ccccc2)c2ccc([N+](=O)[O-])cc12 | 1 | -3% |
| CSc1nc2nccc(-c3ccc(-c4ccccc4)cc3)n2n1 | · | ? |
| COc1ccc(-c2nnc3n2-c2ccccc2SC3)cc1OC | -6 | 20% |
| O=C(CCC(=O)c1cccs1)NNC(=O)c1ccccc1Cl | · | ? |
| CC1=C(C(=O)Nc2ccccc2C(=O)NCCCN2CCN(C)CC2)SCCO1 | · | ? |
| COc1ccc(C(=O)N2CC3(CC(c4ccc(Cl)cc4)=NO3)C[C@H]2C(=O)NCC(N)=O)cc1 (stereo partly specified) | · | ? |
| CCOc1ccc(OC(=O)c2cccc(S(=O)(=O)N3CCN(C)CC3)c2)cc1 | -20 | -7% |
| CN(CC(=O)Nc1cccc(Cl)c1)S(=O)(=O)c1ccc2c(c1)n(C)c(=O)c(=O)n2C | · | ? |
| CCN(C(=O)c1ccc(NC(C)=O)cc1)c1ccccc1C | · | i |
| CCOc1ccc(N(CC(=O)NCc2ccc(OC)cc2)S(=O)(=O)c2c(C)noc2C)cc1 | · | 2% |
| CCn1ccnc1CN(C)C(=O)CCc1nnc(CCC2CCCCC2)o1 | · | ? |
| CCN(c1ccccc1)S(=O)(=O)c1ccc(C(=O)NCCc2ccc(S(N)(=O)=O)cc2)cc1 | · | ? |
| Cc1cc(Cl)ccc1OCC(=O)OCC(=O)c1c(N)n(C)c(=O)n(C)c1=O | -6 | -1% |
| CN=C(Nc1cccnc1)c1ccccc1 | -3 | -8% |

Continuation:
| SMILES | S3 lipid droplet cell count max | S3 lipid droplet |
| --- | --- | --- |
| CCCC(=O)Nc1nnc(SCC(=O)NC2CC2)s1 | · | ? |
| CSc1nc(C)cc(OCC(=O)N/N=C/c2ccccc2O)n1 | -3 | -10% |
| CC1CCC(NC(=O)CSc2ccc(S(=O)(=O)N(C)C)cn2)CC1 (stereo unspecified) | · | ? |
| Cn1c(CCn2ccccc2=O)nc2cc(NC(=O)COc3ccccc3)ccc21 | · | ? |
| COc1ccc(C(=O)CC(=O)Nc2ccc([N+](=O)[O-])cc2)cc1 | · | ? |
| CC(Oc1ccc(F)cc1)C(=O)Nc1cc(C(F)(F)F)ccc1-n1cncn1 (stereo unspecified) | · | ? |
| O=c1c2ccccc2nc(COc2ccccc2)n1/N=C/c1cn[nH]c1-c1ccccc1 | · | ? |
| COc1ccc(S(=O)(=O)N(C)C)cc1NC(=O)COC(=O)Cn1cnc2ccccc2c1=O | 2 | -4% |
| CC(C)c1ccc(NC(=S)N2CCCC(c3ccc(F)cc3)=N2)cc1 | 0 | 1% |
| Cc1cccc(NC(=O)c2ccc(C(=O)c3ccccc3)cc2)n1 | · | ? |
| CC(C)N1C(=O)C(=O)N(CC(=O)N(C)c2ccccc2)C1=O | · | ? |
| C#CCSc1nnnn1-c1ccc(Br)c(C)c1 | · | ? |
| CCOC(=O)c1c(C)[nH]c(C(=O)OC/C(O)=C(\C#N)c2nc3ccccc3[nH]2)c1C | · | ? |
| COc1ccc(CCN2C(=NC(=O)C(C)C)SC3CS(=O)(=O)CC32)cc1OC (stereo unspecified) | · | ? |
| Cc1ccc(S(=O)(=O)NCCC(=O)Nc2nnc(C)s2)cc1 | · | ? |

Continuation:
| SMILES | S3 lipid droplet cell count max | S3 lipid droplet |
| --- | --- | --- |
| CCc1ccc(C(=O)COC(=O)c2cncc(Br)c2)cc1 | 19 | 8% |
| O=C(Nc1ccc(-c2nc3ccccc3[nH]2)cc1)C1CCCO1 (stereo unspecified) | · | ? |
| O=C(O)c1ccccc1C(=O)NNc1ccc(F)cc1F | · | ? |
| COCCn1c(SCC(=O)Nc2ccc(NC(C)=O)cc2)nc2c([nH]c3ccccc32)c1=O | · | ? |
| Cc1ccc2nc(-c3ccccn3)cc(C(=O)Nc3ccc4c(c3)OCO4)c2c1 | · | ? |
| CCCCn1c(N)c(N(CCOC)C(=O)c2ccc(-c3ccc(C(C)=O)cc3)o2)c(=O)[nH]c1=O | 11 | -10%[0.0737 µM] |
| CCCCN(C(=O)C1CSC2(C)CCC(=O)N12)c1c(N)n(Cc2ccccc2)c(=O)[nH]c1=O (stereo unspecified) | · | ? |
| O=C(Nc1ccc(Cl)cc1)C1CC=CCC1C(=O)OCC(F)(F)C(F)F (stereo unspecified) | · | ? |
| Cc1cc(C)nc(NC(=S)Nc2ccc(F)cc2F)c1 | · | -6% |
| O=C(c1ccco1)N1CCN(C(=O)c2ccc(Cn3cc(Br)cn3)o2)CC1 | · | ? |
| O=C(Nc1cccc(S(=O)(=O)N2CCCC2)c1)c1cccnc1 | · | ? |
| CC1(C)CC(=O)C/C(=N\NC(=O)C2CC23CCC3)C1 (stereo unspecified) | 17 | 0% |
| O=S(=O)(Nc1ccc(Cl)cc1)c1ccc(N2CCOCC2)c(NC(=S)NCCN2CCOCC2)c1 | · | ? |
| O=C1SCCC1NC(=O)C(c1ccccc1)c1ccccc1 (stereo unspecified) | · | ? |
| COC(=O)c1cc2sc(Cl)cc2n1CC(=O)Nc1cccc(SC)c1 | · | ? |

Next results follow:
| SMILES | S3 lipid droplet cell count max | S3 lipid droplet |
| --- | --- | --- |
| COc1ccc(S(=O)(=O)N2CCN(c3ccccn3)CC2)cc1[N+](=O)[O-] | · | ? |
| O=c1[nH]c(CN2CCN(S(=O)(=O)c3ccccc3C(F)(F)F)CC2)nc2sc3c(c12)CCCC3 | 9 | -12% |
| CC1CCN(c2c(NCc3ccc(C(=O)N4CCN(C5CCCCC5)CC4)cc3)c(=O)c2=O)CC1 | 1 | 0% |
| O=C(CN1C(=O)c2ccccc2S1(=O)=O)c1ccccc1 | -2 | i |
| CCCn1c(/N=C/c2ccccc2O)nc2ccccc21 | -2 | -7% |
| NCCCCCc1nnc(SCC(N)=O)o1 | · | ? |
